Bioassay records as filed in PubChem.
Thrombin inh = human alpha-thrombin inhibitors, primary screen, counter-screen for coagulation protease inhibitor project, biochemical, 1536-well, fluorogenic AMC substrate; AID 1046, 2008; inhibition, % at 5 µM; hit rate 0.26% among 220,000; Boc-VPR-AMC fluorogenic substrate cleavage;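 active = inhibition at or above 40%; inactive = inhibition below 40%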;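 also: 0% = enzyme with no compound and 100% = wells without enzyme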
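System: Human alpha-thrombin protein | Medium: pH 7.5 Tris (50 mM) with NaCl 150 mM, Tween 20 0.05% | Times: Enzyme reaction carried out at room temperature | Detection: AMC fluorescence, 355/460 nm | Evaluation: Percent inhibition scaled between no-compound controls and no-enzyme blanks | Benchmarks: Enzyme without compound as high, wells lacking enzyme as low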
FXIIa inh 1536 = human FXIIa protease inhibitors, primary screen, biochemical, 1536-well | AID 800, 2007 | inhibition, % at 5 µM | hit rate 0.3% among 220,000 | purified FXIIa, Boc-QGR-AMC fluorogenic substrate, 2 h; in the data active = inhibition above about 40%;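 also: 0% = enzyme with no compound and 100% = blank without enzyme; many of its hits are not listed in these tables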
Hck-Nef inh = inhibitors of Nef-activated human Hck kinase, primary screen, biochemical, Z-Lyte FRET, 384-well, Hck-YEEI; Tyrosine-protein kinase HCK (Homo sapiens), P08631; Recombinant Hck-YEEI plus Nef, Z-Lyte FRET kinase assay; inhibition, % at 20 µM; hit rate 0.68% among 220,000;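 active = Hck-Nef kinase inhibition above about 50%, limit read from the data; inactive = inhibition below that limit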;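 also: 0% = DMSO with Hck plus Nef and 100% = Hck alone without Nef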
Target sequence (P08631 whole entry, looked up): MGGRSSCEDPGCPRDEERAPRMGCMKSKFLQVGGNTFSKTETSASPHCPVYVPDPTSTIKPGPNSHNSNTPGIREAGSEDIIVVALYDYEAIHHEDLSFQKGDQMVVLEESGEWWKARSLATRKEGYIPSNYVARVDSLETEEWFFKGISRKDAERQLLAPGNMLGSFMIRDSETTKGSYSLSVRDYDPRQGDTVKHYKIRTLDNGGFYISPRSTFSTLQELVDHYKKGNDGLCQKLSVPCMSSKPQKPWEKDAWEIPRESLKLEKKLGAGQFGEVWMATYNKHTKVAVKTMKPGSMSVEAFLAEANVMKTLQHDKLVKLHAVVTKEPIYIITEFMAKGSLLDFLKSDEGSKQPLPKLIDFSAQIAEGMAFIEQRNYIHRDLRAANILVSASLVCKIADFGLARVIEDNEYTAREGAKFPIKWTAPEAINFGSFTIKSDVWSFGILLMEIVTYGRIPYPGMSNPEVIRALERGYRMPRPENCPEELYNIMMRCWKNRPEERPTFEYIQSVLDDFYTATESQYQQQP
Rad51 HR inh = human RAD51 strand exchange inhibitors, primary screen, biochemical, fluorescence; hit rate 0.085% among 200,000; hRad51 DNA strand exchange, fluorescence dequenching; inhibition, % at 10 µM;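 active = inhibition above 40% at the single screening dose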;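 also: 0% = DMSO control wells and 100% = blanks with heterologous ssDNA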
Target sequence (Q06609 whole entry, looked up): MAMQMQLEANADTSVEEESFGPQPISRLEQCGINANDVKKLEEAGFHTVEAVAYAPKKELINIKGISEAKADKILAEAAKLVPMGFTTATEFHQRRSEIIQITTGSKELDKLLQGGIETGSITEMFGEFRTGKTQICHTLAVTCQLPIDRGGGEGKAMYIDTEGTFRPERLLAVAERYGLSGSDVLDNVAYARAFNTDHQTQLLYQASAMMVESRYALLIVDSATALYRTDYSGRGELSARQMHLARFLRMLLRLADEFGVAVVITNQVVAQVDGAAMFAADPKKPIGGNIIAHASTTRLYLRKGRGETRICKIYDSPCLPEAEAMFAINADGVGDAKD
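material = hRad51 filaments on single-stranded DNA | timing = filaments 15 min 37 °C, then compound 30 min | signal = FRET fluorescence dequenching, excitation 485 nm, emission 520 nm | benchmarks = control wells and blank wells on each plate | evaluation = percent inhibition relative to plate controls and blanks | compound = 10 µM final, single point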
L929 necroptosis = inhibitors of zVAD-triggered necroptosis, primary screen, L929 cells. L929 zVAD necroptosis rescue, ATP luminescence, 24 h; with zVAD 60 µM. viability rescue, % at 10 µM. hit rate 0.38% among 220,000. AID 1377, 2008;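 active = activation, scaled between plate controls, above about 75%, limit read from the data; inactive = activation under that limit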;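 also: 0% = zVAD with DMSO and 100% = DMSO alone without zVAD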
Cl transport mod = KCC2 cotransporter modulators, thallium flux, primary screen, cell-based, HEK293 KCC2, FluoZin-2 fluorescence, MLSMR. hit rate 2.2% among 190,000. AID 1456, 2008. B-score of Tl+ flux slope (higher = more flux/activation; lower = inhibition) at 10 µM. KCC2 cells, thallium flux FluoZin-2 fluorescence. Solute carrier family 12 member 5 (Homo sapiens), Q9H2X9;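 active = thallium flux slope and its plate-corrected score both differing from the plate sample mean at a set confidence after two filtering rounds, in either direction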;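 also: slope of fluorescence scaled to starting intensity during 10 to 20 s after thallium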
FXIa inh = human FXIa protease inhibitors, primary screen, biochemical, 1536-well | Coagulation factor XI (Homo sapiens), P03951 | purified FXIa, Boc-Glu-Ala-Arg-AMC fluorogenic substrate | inhibition, % at 5 µM | hit rate 0.14% among 220,000;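 active = inhibition of at least 40%; inactive = inhibition below 40%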;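 also: fluorescence of freed AMC excited at 355 nm; 0% = enzyme without compound and 100% = no enzyme blank; many of its hits are not listed in these tables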
TNF death inh = inhibitors of TNF-alpha triggered necroptosis, primary screen, cell-based, Jurkat FADD-/-, single concentration; hit rate 0.068% among 220,000; activation (protection from cell death), % at 10 µM; Jurkat FADD-/- TNF necroptosis rescue, ATP luminescence, 24 h; 0 = TNF only, 100 = no-TNF cells; AID 463075, 2010;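 active = activation, meaning protection from cell death, of at least 50% relative to plate controls; inactive = activation below 50%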;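 also: necroptosis triggered by 40 ng/mL TNF-alpha added together with compound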
KLK5 inh = human KLK5 protease inhibitors, primary screen, biochemical, 1536-well; Kallikrein-5 (Homo sapiens), Q9Y337; recombinant hK5, fluorogenic AMC substrate cleavage; inhibition, % at 5 µM; hit rate 0.59% among 210,000; AID 873, 2007;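 active = inhibition of 40% or more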;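 also: 0% = enzyme controls without compound and 100% = no-enzyme blanks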
Target sequence (Q9Y337 67-293 limits assumed): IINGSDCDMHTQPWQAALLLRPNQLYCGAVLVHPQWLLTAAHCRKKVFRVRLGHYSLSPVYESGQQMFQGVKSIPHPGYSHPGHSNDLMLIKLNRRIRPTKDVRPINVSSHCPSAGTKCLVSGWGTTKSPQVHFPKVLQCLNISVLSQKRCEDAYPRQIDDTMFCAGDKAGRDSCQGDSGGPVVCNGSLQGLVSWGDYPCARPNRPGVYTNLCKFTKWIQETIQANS
* = called active by the depositor; / = not tested or not shown.

molecule,Thrombin inh,FXIIa inh 1536,Hck-Nef inh,Rad51 HR inh,L929 necroptosis,Cl transport mod,FXIa inh,TNF death inh,KLK5 inh
Clc1ccc(-c2nnc(NCc3ccccc3)c3ccccc23)cc1,-0.7,4.1,2.8,-12.7,51.3,1.14,6.1,3.9,-4.3
CC(C)(C)OC(=O)N/N=C/c1cc(N=Nc2ccccc2)ccc1O,-11.6,10.5,-0.4,-1.1,0.9,-0.16,0.9,1.9,-3.6
O=C(Nc1ccccc1C(=O)N/N=C/c1ccco1)c1ccccc1Cl,-3.5,8.5,2.5,3.9,3.4,0.937,1.8,-1.6,15.2
COc1cccc(CN2CCN(Cc3cc4ccccc4[nH]3)CC2CCO)c1 (stereo not drawn),-5.2,8.7,14.5,/,-0.3,-0.084,1.1,0.3,-0.9
Cc1nc(S/C(=C\c2ccc(OCc3ccccc3Cl)cc2)C(=O)O)n[nH]1,3.4,13.9,3.2,-1.9,2.2,/,7.5,1.6,-163.3
Cc1cccc(C(=O)NNC(=O)c2ccc(F)cc2)c1,-3.8,4.2,-1.9,/,1.1,0.722,-4.2,0.4,-8.8
CC(C)CC(=O)N1CCN(S(=O)(=O)c2ccc3ccccc3c2)CC1,1.0,-15.1,0.9,1.3,-0.7,/,2.2,-1.8,-1.6
O=C(NCc1ccccc1)c1ncn[nH]1,3.3,10.7,18.8,12.3,0.8,-0.144,1.4,1.6,0.8
CCOc1ccccc1/C=N/NC(=O)c1cccc(S(=O)(=O)N2CCOCC2)c1,-6.2,6.1,29.7,-9.8,3.4,0.774,-1.3,1.1,-4.6
CC1=NN(c2ccc(Cl)cc2)C(=O)C1C(c1ccccc1O)c1c(C)[nH]n(-c2ccc(Cl)cc2)c1=O (stereo not drawn),0.5,12.3,0.1,/,0.2,-0.286,7.9,-0.2,-4.6
O=C(Nc1ccc(F)cc1)c1nc[nH]c1C(=O)Nc1ccc([N+](=O)[O-])cc1,1.4,10.9,6.4,9.7,0.2,0.956,6.3,0.6,-23.8
Cc1cc(NC(=O)CN2CCCC(C)C2)n(-c2nc3ccccc3s2)n1 (stereo not drawn),-8.4,10.5,0.3,/,-0.9,0.312,-3.6,-0.7,-10.2
Cc1ccsc1C1CC(=O)NC2=C1C(=O)CC(C)(C)C2 (stereo not drawn),5.8,4.0,1.3,10.9,-0.2,/,3.3,-4.8,-12.5
Clc1nc2nc3n(c2nc1Cl)CCC3,1.4,9.2,8.5,10.4,0.2,0.13,4.7,1.7,5.6
C/C(=N/NC(=O)CC1N=C(Cc2ccccc2)NNC1=O)c1cccnc1 (stereo not drawn),-2.4,2.8,19.1,14.7,15.8,1.01,-0.5,1.2,0.8
O=C(NNC(=O)C1CCCN(S(=O)(=O)c2ccc3ccccc3c2)C1)C1CC1 (stereo not drawn),-6.8,12.5,23.2,10.5,1.0,0.569,-1.0,-1.8,-4.3
COc1ccc(CC(=O)Nc2nn(C)c3nc4c(C)cccc4cc23)cc1,-5.0,4.9,19.0,-2.6,-0.5,-0.858,-2.5,1.9,-0.6
Cc1ccc2nc(NC(=O)C3CC(=O)N(Cc4ccco4)C3)sc2c1 (stereo not drawn),-0.9,7.6,27.3,3.9,67.6,-0.0324,6.1,2.2,-3.7
CC(C)(C)NC(=O)c1nc2ccccc2s1,-2.0,8.3,-4.3,-4.0,0.5,-0.00861,-3.1,-1.1,8.0
Cc1ccc(NC(=O)CN(C)CC(=O)Nc2ccc(N3CCOCC3)cc2)cc1F,-0.3,/,10.2,-1.6,5.3,0.751,-2.7,2.7,-2.9
CCOC(=O)N1CCN(C(=O)Nc2ccc3nc(C)c(C)nc3c2)CC1,-6.0,-0.4,-0.9,-10.4,4.9,/,-9.0,0.7,-24.2
O=C(c1ccco1)N1CCN(C(=O)C(Sc2ccccc2)c2ccccc2)CC1 (stereo not drawn),3.2,21.8,-0.9,-1.3,-0.5,/,24.5,-2.0,-13.9
CNc1nc(-c2ccccc2)nc(-c2ccc(OC)cc2)c1C#N,-1.3,1.3,0.4,-5.8,-0.3,0.0569,-3.5,0.5,-4.9
c1ccc(-c2cc(CSc3nc4ccccc4[nH]3)on2)cc1,3.4,16.1,12.1,10.0,0.4,0.0388,0.0,-1.7,-7.8
Cc1cccn2c(=O)c(C=O)c(NCc3ccccc3)nc12,-6.2,0.1,-0.9,13.4,0.4,0.565,-8.6,-4.1,8.1

Part of the list above with just Thrombin inh, Rad51 HR inh and Cl transport mod:
Compound,Thrombin inh,Rad51 HR inh,Cl transport mod
c1ccc(-c2cc(CSc3nc4ccccc4[nH]3)on2)cc1,3.4,10.0,0.0388
Cc1cccn2c(=O)c(C=O)c(NCc3ccccc3)nc12,-6.2,13.4,0.565

In another format: entries from further up.
Every second line gives: Thrombin inh, FXIIa inh 1536, Hck-Nef inh, Rad51 HR inh, L929 necroptosis, Cl transport mod, FXIa inh, TNF death inh, KLK5 inh
CCOc1ccccc1/C=N/NC(=O)c1cccc(S(=O)(=O)N2CCOCC2)c1
  -6.2, 6.1, 29.7, -9.8, 3.4, 0.774, -1.3, 1.1, -4.6
CC1=NN(c2ccc(Cl)cc2)C(=O)C1C(c1ccccc1O)c1c(C)[nH]n(-c2ccc(Cl)cc2)c1=O (stereo not drawn)
  0.5, 12.3, 0.1, /, 0.2, -0.286, 7.9, -0.2, -4.6

Next part:
molecule,Thrombin inh,FXIIa inh 1536,Hck-Nef inh,Rad51 HR inh,L929 necroptosis,Cl transport mod,FXIa inh,TNF death inh,KLK5 inh
O=C(O)c1ccc(N/N=C/c2ccc(-c3ccccc3Cl)o2)cc1,-11.6,6.5,66.7*,/,0.8,-0.311,3.0,-0.2,3.3
Cc1cccc(N2CCN(c3ccc(N4C(=O)CCCC4=O)cc3[N+](=O)[O-])CC2)c1C,-8.7,-4.6,-1.2,-12.9,-0.3,-0.0736,-5.6,-0.8,-12.7
Cc1ccc(Cl)cc1N=C(N)N=C(N)N,1.9,-2.4,0.6,-1.7,0.0,0.399,-3.7,1.7,-17.1
COc1ccc(/C=N/NC(=O)CCn2cnc(-c3ccccc3)c2-c2ccccc2)cc1OC,-6.2,-2.1,-1.5,-6.3,-0.5,-1.35,-5.5,-5.9,21.7
O=C(COC(=O)Cc1ccc(Cl)cc1)Nc1ccccc1F,0.4,12.4,-6.9,0.5,1.6,-0.667,-2.5,0.6,10.8
CCOC(=O)c1sc(NC(=O)CSc2ccccn2)c(C#N)c1C,-3.4,5.8,5.9,11.7,-1.5,0.103,2.1,0.0,-17.3
CCn1c(SCC(=O)N=Nc2c(O)[nH]c3ccccc23)nc2ccccc21,-8.5,8.0,0.3,8.3,0.6,-2.13,-6.9,3.5,11.7
C=CCn1c(SCc2cc(C(C)=O)ccc2OCC)nc2ccccc2c1=O,-2.0,12.6,5.7,0.8,0.0,-0.247,7.0,-4.9,-14.2
S=C(Nc1ccccc1)c1nc2ccccc2s1,-7.0,9.2,1.3,/,0.8,9.65*,7.2,0.4,-19.6
Cn1c(C(=O)NCCc2c[nH]c3ccccc23)cc2sccc21,-5.1,6.8,1.1,-4.3,4.5,-1.74,0.8,-7.1,-18.0
Cn1c(CCNC(=O)c2ccc(Cl)c(Cl)c2)nnc1SCc1ccc(Cl)c(Cl)c1,-6.0,3.7,0.5,/,-0.5,/,0.0,0.0,-9.8
CCCSc1nnc2n(N)c(=O)c3ccccc3n12,-2.5,5.3,-1.1,-0.4,0.0,-0.361,0.5,-1.0,-17.9
Cc1ccc(/C=N/n2c(-c3ccncc3)n[nH]c2=S)cc1,-7.9,-0.9,-0.9,0.7,0.5,0.799,3.6,1.7,-1.0
CCCCCCN1C=C/C(=C\C=C(C#N)C#N)c2ccccc21,-4.6,5.7,6.0,-1.1,-1.5,0.00969,5.3,-4.9,0.1
Cc1ccc(-c2cnn(-c3cccc(C(F)(F)F)c3)c2N)cc1,1.2,19.2,0.3,-3.4,0.1,/,1.4,-1.8,-4.2
O=C(/C=C/c1ccco1)OCc1nnc(-c2ccccc2)o1,9.7,10.8,28.6,11.4,5.5,-1.11,-0.6,-0.1,-1.1
Cc1ccc2c(c1)N(CCC(=O)NCC1CCCO1)C(=O)CO2 (stereo not drawn),-2.6,4.0,0.0,-6.1,-0.2,1.29,1.2,-2.4,4.0
O=C(CSc1nnc(CNC(=O)c2cccs2)o1)NC1CCCCC1,-1.5,9.2,1.7,-3.9,-0.1,/,2.1,1.2,-14.1
CCCCC(=O)Nc1c(O)c2ccccc2[nH]c1=O,-0.4,12.2,-5.2,3.4,1.1,0.151,2.1,1.4,3.6
COCCn1c(SCC(=O)NNC(=O)c2ccc(OC)c(OC)c2)nc2ccccc2c1=O,-2.0,7.3,3.6,0.6,1.6,-0.675,-1.0,1.8,-1.6
O=C(COC(=O)c1cnccn1)c1ccccc1,0.1,15.8,-1.0,/,0.1,0.968,3.2,-0.4,0.4
COc1ccc(C(=O)NCC(=O)OCC(=O)Nc2cc(OC)ccc2OC)cc1,2.6,11.0,19.2,3.4,0.1,-0.0833,-9.0,0.6,-15.2
COc1ccccc1N1CCN(Cc2ccc(OC)c3ccccc23)CC1,-4.0,12.9,-1.0,0.0,0.1,1.14,0.8,1.4,-4.7
CN1C(=O)/C(=C/C=C2\SCCN2C)SC1=S,1.0,10.1,7.0,-74.3,/,-0.321,3.0,0.6,-2.7
COc1cccc(/C=N/Nc2ncc(C(F)(F)F)cc2Cl)c1O,-0.7,-11.5,-1.8,-29.9,1.3,-0.057,2.7,-9.5,-85.2
COC(=O)c1cc(S(=O)(=O)N2CCOCC2)c(Cl)cc1N1CCOCC1,3.3,7.5,0.8,2.8,-0.9,/,1.3,0.6,-3.4
N/C(=N\NS(=O)(=O)c1cc(C(F)(F)F)cc(C(F)(F)F)c1)c1ccccn1,-2.8,6.1,15.3,0.3,1.1,0.34,-0.7,-0.2,-17.4
O=C(N/N=C/c1ccccc1)c1sccc1OCc1ccc(F)cc1,0.8,12.5,1.5,-0.2,0.0,/,5.0,-5.5,-2.1
CCCCn1c(SCC(=O)Nc2nnc(C)s2)nnc1-c1ccncc1,0.8,7.6,20.5,-10.8,2.5,-0.0302,-6.8,0.2,-2.6
COc1ccc(-c2cc(C(F)(F)F)n3ncc(C(=O)N4CCCCC4c4cccnc4)c3n2)cc1 (stereo not drawn),-3.9,-4.9,20.0,6.8,1.0,-0.424,-0.7,-10.3,-5.2
Cc1nnc(SCC(=O)Nc2ccc(S(=O)(=O)N3CCCCC3)cc2)s1,1.3,11.3,0.2,9.2,1.0,0.522,7.6,1.6,-5.8

Only part of the results is shown; rates above refer to the full screens.
